Compound activity (PubChem)
Mtb BioA inh: BioA (M. tuberculosis) enzyme inhibition. inhibition, % at 9.99 µM. purified M. tuberculosis BioA enzyme, plate reader. AID 602481. 360,000 compounds, 0.096% hits; in the data active means inhibition above about 40%
Active calls of the source: *. Some of the compounds tested, so the mix of outcomes need not match the whole.

SMILES	Mtb BioA inh
C[C@@H]1CN([C@@H](C)CO)C(=O)Cc2cc(NS(=O)(=O)c3cn(C)cn3)ccc2O[C@@H]1CN(C)C(=O)Nc1ccc(F)cc1	-2.4
COc1ccc(NC(=O)Nc2cccc3c2O[C@H](CN(C)CC2CCCCC2)[C@@H](C)CN([C@@H](C)CO)C3=O)cc1	6.4
CN(C)C(=O)[C@@H]1[C@@H](CO)[C@@H]2Cn3c(ccc(-c4ccccc4)c3=O)[C@H]1N2C(=O)C1CCCC1	0.0
C[C@@H]1CN([C@H](C)CO)C(=O)c2cccc(NS(=O)(=O)c3cccs3)c2O[C@H]1CN(C)S(=O)(=O)c1ccc(F)cc1	-0.8
CCCNC(=O)N1C[C@H](C)[C@H](OC)CN(C)C(=O)c2cc(NS(C)(=O)=O)ccc2OC[C@@H]1C	-2.5
CC(C)NC(=O)N(C)C[C@H]1OCCCC[C@@H](C)Oc2ccc(NS(=O)(=O)c3cccs3)cc2C(=O)N([C@@H](C)CO)C[C@H]1C	-0.6
CO[C@H]1CN(C)C(=O)c2ccc(NC(=O)C3CC3)cc2OC[C@H](C)N(C(=O)NC(C)C)C[C@@H]1C	-2.4
Cc1ccc(S(=O)(=O)Nc2ccc3c(c2)C(=O)N([C@@H](C)CO)C[C@@H](C)[C@H](CN(C)C(=O)Nc2cccc4ccccc24)OCCCC[C@@H](C)O3)cc1	-0.4
CNC[C@@H]1Oc2ccc(NC(=O)Nc3ccc(C(F)(F)F)cc3)cc2C(=O)N([C@H](C)CO)C[C@H]1C	1.1
CO[C@H]1CN(C)C(=O)c2ccc(NC(=O)c3ccno3)cc2OC[C@@H](C)N(S(C)(=O)=O)C[C@@H]1C	0.8
CC=Cc1ccc2n(c1=O)C[C@@H]1[C@@H](CO)[C@H](C(=O)NCCC)[C@H]2N1C(=O)C1CC1 (mixture of isomers)	0.9
C[C@H]1CN([C@@H](C)CO)C(=O)Cc2cc(NS(=O)(=O)c3ccc(F)cc3)ccc2O[C@H]1CN(C)Cc1ccc(C(=O)O)cc1	-2.8
O=C(C[C@@H]1CC[C@H]2[C@@H](COC[C@H](O)CN2S(=O)(=O)c2ccccc2Cl)O1)NCc1ccccc1Cl	3.3
COc1ccccc1C(=O)N1C[C@H]2[C@@H](c3ccccc31)[C@H](CO)N2C(=O)Cc1ccccc1	2.5
Cc1cc(C(=O)Nc2cccc3c2O[C@@H](CN(C)Cc2ccc(C(=O)Nc4ccccc4N)cc2)[C@@H](C)CN([C@@H](C)CO)C3=O)n(C)n1	-0.1
CO[C@@H]1CN(C)C(=O)c2cc(NC(=O)C3CCCC3)ccc2OC[C@@H](C)N(C)C[C@@H]1C	3.3
CN1C(=O)c2cc(NC(=O)c3cccc(F)c3)ccc2OC[C@@H]2O[C@@H](CC(=O)NCC3CCCCC3)CC[C@@H]21	-1.3
CO[C@@H]1CN(C)C(=O)c2cc(NC(=O)C3CC3)ccc2OC[C@H](C)N(Cc2ccncc2)C[C@@H]1C	6.6
CO[C@H]1CN(C)C(=O)c2cc(NS(=O)(=O)c3cn(C)cn3)ccc2OC[C@@H](C)N(CCC(F)(F)F)C[C@H]1C	-1.0
O=C(c1cccnc1)N1CC[C@@H]2[C@H]1c1cc(-c3ccc(F)cc3)ccc1N[C@@H]2CO	5.5
COCC(=O)Nc1ccc2c(c1)C(=O)N(C)[C@H]1CC[C@H](CC(=O)NCCc3ccccc3)O[C@@H]1CO2	-0.5
O=C(C[C@H]1C=C[C@@H](NC(=O)Cc2ccccn2)[C@H](CO)O1)NCCCN1CCOCC1	0.0
CO[C@H]1CN(C)C(=O)c2ccc(NC(=O)c3ccc(F)cc3)cc2OC[C@@H](C)N(C(=O)c2ccc(F)cc2)C[C@@H]1C	1.5
CN(C)C(=O)c1cccc(-c2ccc3n(c2=O)C[C@@H]2[C@@H](CO)[C@H](C(=O)NCC(F)(F)F)[C@H]3N2C)c1	-0.4
CO[C@@H]1CN(C)C(=O)c2cc(NC(C)=O)ccc2OC[C@@H](C)N(C(=O)c2ccccc2F)C[C@@H]1C	-0.7
SMILES	Mtb BioA inh
C[C@@H]1CN([C@@H](C)CO)C(=O)Cc2cc(NC(=O)Nc3ccc4c(c3)OCO4)ccc2O[C@H]1CN(C)C(=O)Nc1ccccc1	4.5
C[C@@H]1CN([C@H](C)CO)C(=O)c2cc(-c3cccnc3)cnc2O[C@@H]1CN(C)C(=O)Nc1ccccc1	0.7
C[C@H](CO)N1C[C@H](C)[C@H](CN(C)C)Oc2cc(-c3cccc(C#N)c3)ccc2S1(=O)=O	-1.9
C[C@@H]1CN([C@@H](C)CO)C(=O)c2cccc(NC(=O)c3nc4ccccc4s3)c2O[C@H]1CN(C)C(=O)Nc1ccc2c(c1)OCO2	-1.4
C[C@@H]1CCCCO[C@@H](CN(C)S(=O)(=O)c2ccccc2)[C@H](C)CN([C@@H](C)CO)C(=O)c2cc(NC(=O)Nc3ccc(F)cc3)ccc2O1	1.5
C[C@@H]1CCCCO[C@H](CN(C)C(=O)c2ccccc2)[C@@H](C)CN([C@@H](C)CO)C(=O)c2cc(NC(=O)Nc3ccc4c(c3)OCO4)ccc2O1	-0.1
C[C@@H]1CN([C@@H](C)CO)C(=O)c2cc(NC(=O)Nc3ccc(F)cc3)ccc2O[C@H]1CN(C)C(=O)NC1CCCCC1	1.8
C[C@@H]1CCCCO[C@@H](CN(C)Cc2ccccc2)[C@@H](C)CN([C@@H](C)CO)C(=O)c2cc(NC(=O)Cc3ccccc3)ccc2O1	3.8
C[C@@H]1CCCCO[C@H](CN(C)S(=O)(=O)c2cccs2)[C@H](C)CN([C@@H](C)CO)C(=O)c2cc(NC(=O)c3ccccc3)ccc2O1	-4.2
C[C@H]1CCCCO[C@H](CN(C)C(=O)Nc2cccc3ccccc23)[C@@H](C)CN([C@@H](C)CO)C(=O)c2cc(NC(=O)NC3CCCCC3)ccc2O1	-2.1
C[C@H]1CN([C@@H](C)CO)C(=O)c2cc(NC(=O)CCCN(C)C)ccc2O[C@@H]1CN(C)S(=O)(=O)c1ccc(F)cc1	-1.4
C[C@@H]1CN([C@H](C)CO)C(=O)c2cccc(NC(=O)c3ccc(-c4nccs4)cc3)c2O[C@@H]1CN(C)Cc1ccc(C(=O)Nc2ccccc2N)cc1	-2.0
C[C@H](CO)N1C[C@H](C)[C@H](CN(C)Cc2ccc3c(c2)OCO3)Oc2c(NS(=O)(=O)c3ccc(Cl)cc3)cccc2C1=O	4.1
C[C@@H](NC(=O)[C@@H]1[C@@H](CO)[C@@H]2Cn3c(cccc3=O)[C@@H]2N1CC1CC1)c1ccccc1	0.5
O=C(CC(F)(F)F)N1C[C@@H]2[C@H](c3ccccc31)[C@H](CO)N2CC1CCCCC1	0.3
CCCNC(=O)N1C[C@H](O)COC[C@@H]2O[C@@H](CC(=O)NCc3ccc(Cl)c(Cl)c3)CC[C@H]21	-1.1
CN1CCN(C(=O)C[C@H]2CC[C@@H]3[C@H](COC[C@@H](O)CN3S(=O)(=O)c3cccc(Cl)c3)O2)CC1	-0.9
C[C@@H]1CN([C@H](C)CO)S(=O)(=O)c2ccc(C#CC3CC3)cc2O[C@@H]1CN(C)Cc1ccccn1	-8.0
CCCNC(=O)N(C)C[C@@H]1Oc2cc(C3=CCCC3)ccc2S(=O)(=O)N([C@H](C)CO)C[C@H]1C	-4.0
CC(C)NC(=O)N[C@@H]1CC[C@H](CCNS(=O)(=O)Cc2ccccc2)O[C@@H]1CO	0.7
C[C@H](CO)N1C[C@H](C)[C@@H](CN(C)C(=O)C2CCCCC2)OCCCC[C@H](C)Oc2ccc(NC(=O)Nc3ccc4c(c3)OCO4)cc2C1=O	-3.8
C[C@H](CO)N1C[C@H](C)[C@@H](CN(C)C(=O)Nc2cccc3ccccc23)Oc2ccc(NC(=O)c3ccncc3)cc2C1=O	-0.3
C[C@H](CO)N1C[C@H](C)[C@H](CN(C)Cc2ccncc2)OCCCC[C@H](C)Oc2ccc(NC(=O)CCC(F)(F)F)cc2C1=O	-1.4
COc1ccccc1C#Cc1cnc2c(c1)C(=O)N([C@H](C)CO)C[C@@H](C)[C@@H](CN(C)C(C)=O)O2	-0.9
C[C@@H]1CN([C@H](C)CO)C(=O)c2cc(C#CC3(O)CCCC3)cnc2O[C@H]1CN(C)Cc1ccncc1	-0.8

Not a retest: entries from further up.
SMILES	Mtb BioA inh
CC(C)NC(=O)N[C@@H]1CC[C@H](CCNS(=O)(=O)Cc2ccccc2)O[C@@H]1CO	0.7
C[C@H](CO)N1C[C@H](C)[C@@H](CN(C)C(=O)C2CCCCC2)OCCCC[C@H](C)Oc2ccc(NC(=O)Nc3ccc4c(c3)OCO4)cc2C1=O	-3.8
C[C@H](CO)N1C[C@H](C)[C@@H](CN(C)C(=O)Nc2cccc3ccccc23)Oc2ccc(NC(=O)c3ccncc3)cc2C1=O	-0.3
C[C@H](CO)N1C[C@H](C)[C@H](CN(C)Cc2ccncc2)OCCCC[C@H](C)Oc2ccc(NC(=O)CCC(F)(F)F)cc2C1=O	-1.4
COc1ccccc1C#Cc1cnc2c(c1)C(=O)N([C@H](C)CO)C[C@@H](C)[C@@H](CN(C)C(C)=O)O2	-0.9
C[C@@H]1CN([C@H](C)CO)C(=O)c2cc(C#CC3(O)CCCC3)cnc2O[C@H]1CN(C)Cc1ccncc1	-0.8

Following part
SMILES	Mtb BioA inh
C[C@@H]1CN([C@H](C)CO)C(=O)c2cc(NC(=O)Cc3ccccc3)ccc2O[C@@H]1CN(C)Cc1ccc(C(=O)O)cc1	1.7
C[C@H]1CN([C@@H](C)CO)C(=O)Cc2cc(N(C)C)ccc2O[C@@H]1CN(C)Cc1ccncc1	-0.7
C[C@@H]1CN([C@H](C)CO)C(=O)c2cc(C#CCc3ccccc3)cnc2O[C@H]1CN(C)Cc1ccc(C(=O)O)cc1	4.8
C[C@H](CO)N1C[C@H](C)[C@@H](CN(C)Cc2ccc(C(F)(F)F)cc2)Oc2ccc(NC(=O)C3CCCCC3)cc2CC1=O	-2.2
CC(C)NC(=O)N(C)C[C@@H]1Oc2ccc(NS(=O)(=O)c3cn(C)cn3)cc2CC(=O)N([C@H](C)CO)C[C@@H]1C	-1.9
COc1ccc(S(=O)(=O)N(C)C[C@@H]2OCCCC[C@@H](C)Oc3ccc(NS(=O)(=O)c4cccs4)cc3C(=O)N([C@@H](C)CO)C[C@@H]2C)cc1	0.2
COCC(=O)N(C)C[C@@H]1Oc2cc(-c3ccccc3F)ccc2S(=O)(=O)N([C@H](C)CO)C[C@H]1C	1.8
CN(C)CC(=O)N[C@H]1CC[C@H](CCNC(=O)Nc2ccc(F)cc2)O[C@@H]1CO	1.5
O=C1O[C@@H](c2ccccc2)[C@@H](c2ccccc2)N2[C@@H](c3ccc(OCCO)cc3)[C@]3(C(=O)Nc4ccc(C#CC5(O)CCCCCC5)cc43)[C@@H](C(=O)N3CCCCCCC3)[C@H]12	-8.1
O=C(Cc1ccccc1)N1CC[C@@H]2[C@H]1c1cc(-c3ccc(F)cc3)ccc1N[C@@H]2CO	7.9
N#C[C@H]1[C@@H](c2ccc(C#CC3CC3)cc2)[C@H](CO)N1C(=O)c1cccc(F)c1	3.0
O=C(Nc1ccc(C(F)(F)F)cc1)N[C@@H]1CC[C@H](CCn2cc(C3(O)CCCC3)nn2)O[C@H]1CO	-1.1
CCCC#Cc1ccc([C@@H]2[C@H](CO)N3CCCCN(C(=O)c4ccc5c(c4)OCO5)C[C@@H]23)cc1	1.6
COc1ccc(NC(=O)Nc2ccc3c(c2)C(=O)N([C@H](C)CO)C[C@@H](C)[C@H](CN(C)C(=O)Nc2ccc(OC)cc2)O3)cc1	-1.0
Cc1ccc(S(=O)(=O)Nc2ccc3c(c2)CC(=O)N([C@H](C)CO)C[C@H](C)[C@H](CN(C)S(=O)(=O)c2ccccc2)O3)cc1	0.2
O=C(C[C@H]1CC[C@H]2[C@@H](COC[C@H](O)CN2Cc2cccc(Cl)c2)O1)N1CCCCC1	0.1
O=C(Nc1ccccc1)N1CCCCN2[C@H](CO)[C@H](c3ccc(C#Cc4ccccc4)cc3)[C@H]2C1	-4.8
O=C(C[C@@H]1CC[C@@H](NC(=O)CC2CC2)[C@@H](CO)O1)NCc1ccc(Cl)cc1	-3.1
O=S(=O)(c1cccs1)N1CCCCN2[C@H](CO)[C@@H](c3ccc(Br)cc3)[C@H]2C1	-1.4
C[C@H](CO)N1C[C@H](C)[C@H](CN(C)Cc2ccc(C(=O)O)cc2)Oc2ccc(NC(=O)Nc3ccccc3)cc2CC1=O	-0.7
C[C@@H]1CN([C@H](C)CO)C(=O)c2cc(NC(=O)Nc3ccc(C(F)(F)F)cc3)ccc2O[C@H]1CN(C)Cc1ccc(-c2ccccc2)cc1	-0.3
C[C@@H]1CCCCO[C@H](CN(C)Cc2ccc(C(F)(F)F)cc2)[C@@H](C)CN([C@H](C)CO)C(=O)c2cc(NC(=O)CCCN(C)C)ccc2O1	-4.5
CN1C(=O)c2cc(NC(=O)Nc3ccccc3Cl)ccc2OC[C@@H]2O[C@H](CC(=O)O)CC[C@@H]21	-2.1
O=C(C[C@@H]1CC[C@@H]2[C@H](COC[C@@H](O)CN2C(=O)Nc2ccc3c(c2)OCO3)O1)N1CCN(c2ccccc2)CC1	0.7
CO[C@H]1CN(C)C(=O)c2cc(NC(=O)c3ccc(F)cc3)ccc2OC[C@@H](C)NC[C@H]1C	-1.7
C[C@@H]1CN([C@H](C)CO)C(=O)c2cc(-c3cccc(F)c3)cnc2O[C@@H]1CN(C)Cc1cncnc1	-4.5
C[C@H](CO)N1C[C@H](C)[C@H](CN(C)C(=O)Nc2ccccc2)Oc2ncc(C3=CCCC3)cc2C1=O	-1.3

Entries above that have a COOH group:
SMILES	Mtb BioA inh
C[C@H]1CN([C@@H](C)CO)C(=O)Cc2cc(NS(=O)(=O)c3ccc(F)cc3)ccc2O[C@H]1CN(C)Cc1ccc(C(=O)O)cc1	-2.8
C[C@@H]1CN([C@H](C)CO)C(=O)c2cc(NC(=O)Cc3ccccc3)ccc2O[C@@H]1CN(C)Cc1ccc(C(=O)O)cc1	1.7
C[C@@H]1CN([C@H](C)CO)C(=O)c2cc(C#CCc3ccccc3)cnc2O[C@H]1CN(C)Cc1ccc(C(=O)O)cc1	4.8
C[C@H](CO)N1C[C@H](C)[C@H](CN(C)Cc2ccc(C(=O)O)cc2)Oc2ccc(NC(=O)Nc3ccccc3)cc2CC1=O	-0.7
CN1C(=O)c2cc(NC(=O)Nc3ccccc3Cl)ccc2OC[C@@H]2O[C@H](CC(=O)O)CC[C@@H]21	-2.1
